# XIAP displacement: small molecules displacing peptide from XIAP – biochemical, IAP family, fluorescence polarization (AID 1018). XIAP BIR domain, fluorescence polarization peptide displacement; higher % means a stronger effect. displacement, % at 20 µM; hits with a dose series show IC50 in µM. hit rate 0.007% among 200,000; in the data active = displacement above about 50%; note: a part of the inactive calls stands beside numbers as strong as those of hits
# TNAP activation fold: human TNAP enzyme activators, primary screen, biochemical, luminescent, no phosphate acceptor, uHTS (AID 1001) | purified TNAP, luminescent activation assay, no phosphate acceptor; higher activation fold means a stronger effect | activation fold at 20 µM; hits with a dose series show EC50 in µM | hit rate 0.03% among 200,000; in the data active = activation fold from about 3, or a potency from the dose series; inactive = the rest, 99 in 100 with activation fold below about 1.6; note: many of its hits are not listed in these tables
# KOR beta-arrestin-1: KOR antagonists, beta-arrestin recruitment, cell-based, luminescence, uHTS (AID 1778). KOR beta-arrestin recruitment, luminescence, antagonist mode; higher % means a stronger effect. one-dose inhibition, % at 10 µM; IC50 in µM for titrated hits. hit rate 0.091% among 290,000; note: strong numbers were not always called active
# NOD1 NF-kB reporter: inhibition of NOD1-driven NF-kB reporter – cell-based, luminescence, uHTS, primary screen (AID 1578). NOD1-driven NF-kB luciferase reporter cells, luminescence; higher % means a stronger effect. one-dose inhibition, % at 4 µM; EC50 in µM for titrated hits. hit rate 1% among 290,000; in the data active = inhibition mostly above about 36%, no sharp cut-off; inactive = mostly below about 34%;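 note: HEK-293T reporter cells stimulated with the NOD1 agonist gamma-tri-DAP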
# KOR beta-arrestin-2: kappa opioid receptor activators – cell-based, luminescence, uHTS, primary screen (AID 1777); hit rate 0.02% among 280,000; one-dose activation, % at 10 µM; EC50 in µM for titrated hits; KOR beta-arrestin recruitment, luminescence; higher % means a stronger effect; in the data active = activation above about 50%, passing the limit was not always enough; note: a part of the inactive calls stands beside numbers as strong as those of hits
# human PMI inhibition: inhibitors of human PMI, primary screen, biochemical, fluorescence intensity, coupled assay (AID 1209); purified PMI enzyme, coupled fluorescence intensity; higher % means a stronger effect; one-dose inhibition, % at 20 µM; IC50 in µM for titrated hits; hit rate 0.42% among 190,000;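 note: plate controls were DMSO vehicle for no effect and wells lacking substrate for full effect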
# LYP phosphatase: PTPN22 lymphoid phosphatase activity blockers – biochemical, fluorescence intensity, uHTS (AID 1779); recombinant LYP phosphatase, fluorescence intensity; higher % means a stronger effect; inhibition, % at 11.5 µM; hits with a dose series show IC50 in µM; hit rate 0.054% among 290,000;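 note: plate controls were vehicle with enzyme for no effect and no enzyme for full effect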
# HEK293 NOD2/NF-kB: NOD2 signaling inhibitors, cell-based, luminescence, uHTS, HEK293 (AID 1566). HEK293 NOD2/NF-kB luciferase reporter, luminescence; higher % means a stronger effect. inhibition, % at 4 µM, or EC50 in µM where a hit was titrated. hit rate 0.63% among 290,000; note: many of its hits are not listed in these tables
# human PMI inhibitors: human PMI inhibitors, high substrate, primary screen, biochemical, fluorescence intensity, high mannose 6-phosphate (AID 1220). inhibition, % at 20 µM; hits with a dose series show IC50 in µM. hit rate 0.66% among 190,000. recombinant PMI enzyme, coupled fluorescence intensity; higher % means a stronger effect
# * hit, by the source's call; / = not tested or not shown; [ ] = another dose, or the depositor's remark. Cut-off read from the data, not from the text of the source, unless noted: active = inhibition above about 50%; inactive = the rest. These rows are one share of the data (hit frequency here may not be typical).
SMILES,XIAP displacement,TNAP activation fold,KOR beta-arrestin-1,NOD1 NF-kB reporter,KOR beta-arrestin-2,human PMI inhibition,LYP phosphatase,HEK293 NOD2/NF-kB,human PMI inhibitors
O=c1[nH]c2ccccc2n1CCC1CCCCC1,-5.7%,1,-84%,20%,-1.7%,4%,-5%,-42%,-2%
Cc1ccc(OCC(=O)Nc2nnc(S(=O)(=O)N3CCCCC3)s2)cc1,/,/,-27%,-34%,-0.7%,/,0%,13%,/
Cn1nccc1C(=O)OCC(=O)Nc1ccccc1Cl,/,/,-65%,-34%,5.4%,/,-12%,-3%,/
C=CCc1ccc(OCCCN2CCCC(C)C2)c(OC)c1 (stereo not given),-8.9%,1,-27%,-10%,2.1%,6%,-12%,-8%,8%
CSc1ncc(Cl)c(C(=O)NCc2cccnc2)n1,/,/,-22%,-5%,1.6%,/,-8%,-8%,/
CC1=NN(C(=O)c2c(Br)cnn2C)C(O)(C(F)(F)F)C1 (stereo not given),-2.4%,1,-31%,-3%,4.3%,-17%,-6%,5%,-17%
O=C(O)CCC(NC(=O)c1ccc(Cl)cc1)C(=O)O (stereo not given),-5.2%,1.1,-14%[20 µM],-32%,-3.6%,6%,-2%,6%,23%
COc1ccc(Cl)cc1-c1csc(N)n1,-6.7%,1,-30%[20 µM],-18%,/,-6%,7%,10%,-10%
COc1ccc2[nH]c(=O)c(CN(CCCN3CCOCC3)C(=O)NCc3ccccc3)cc2c1,-5.9%,1.1,4%,-4%,0.7%,-2%,8%,7%,-4%
Cc1sc2nc(-c3cccs3)oc(=O)c2c1C,/,/,7%,8%,-0.5%,/,-4%,-5%,/
O=C(NCCc1nc2ccccc2[nH]1)/C(=C/c1ccc2c(c1)OCO2)NC(=O)c1ccc(Cl)cc1Cl,-5.2%,1.1,-58%,5%,3.3%,5%,-3%,14%,-3%
COc1cc(/C=N/Nc2nc3ccccc3[nH]2)cc(OC)c1O,-21%,1.3,-19%,45%,-6.2%,26%,2%,-11%,26%
CCC(=O)Nc1ccc2c(c1)ncn2-c1ccccc1C,-5.2%,1.1,-18%[20 µM],-20%,-2.5%,6%,-9%,19%,-5%
C=CCn1c(SCC(=O)N(CC)C2CCS(=O)(=O)C2)nc2ccccc2c1=O (stereo not given),/,/,7%,5%,-0.2%,/,-7%,26%,/
Cc1cc(NC(=O)CSc2ccc(-c3nc4cc(C)c(C)cc4[nH]3)cn2)no1,-9.8%,1.1,-17%,-155%,-2.0%,1%,-7%,-128%,-1%
COC(=O)c1c(-c2cccnc2)csc1NC(=O)c1cc(C)on1,-3.9%,1,26%,-46%,-2.8%,20%,1%,-59%,13%
CCc1ccccc1NC(=O)C1CC(c2ccc(OC)cc2)=NO1 (stereo not given),/,/,-2%,-1%,-1.7%,/,-8%,16%,/
O=C1CC(c2ccc(Br)cc2)NC(c2ccc(Br)cc2)C1c1ccccc1 (stereo not given),-1.7%,1.1,13%,41%,5.1%,12%,-11%,-12%,4%
COc1cccc(NC(=O)c2ccc(NC(=O)C3CC(=O)OC34CCCCC4)cc2)c1 (stereo not given),-8.0%,1.1,-68%[20 µM],6%,-1.1%,-7%,-7%,-5%,-3%
Cc1ccc(NC(=O)CCSc2nnc(C)o2)cc1,/,/,-4%[20 µM],-17%,-1.4%,/,-9%,-1%,/
CC1CCCCC1NC(=O)COC(=O)CNC(=O)c1cccc(F)c1 (stereo not given),-8.3%,1.2,-4%,11%,3.2%,9%,-8%,9%,16%
O=C(O)CCCn1cc(NC(=O)c2cc(F)c(F)cc2Cl)cn1,-7.9%,1.1,-29%,-29%,3.3%,8%,3%,-3%,28%
CC(=O)Nc1ccc(S(=O)(=O)N2CCN(C(=O)c3ncoc3-c3ccccc3C)CC2)cc1,/,/,-22%,-31%,-0.6%,/,-4%,4%,/
CCOC(=O)C1=C(C)NC2=C(C(=O)CC(c3ccc(OC)c(OC)c3)C2)C1c1ccc(C)o1 (stereo not given),-2.0%,1.1,5%,-12%,7.5%,7%,0%,12%,17%

# Looked up by compound from above (4):
SMILES,XIAP displacement,TNAP activation fold,KOR beta-arrestin-1,NOD1 NF-kB reporter,KOR beta-arrestin-2,human PMI inhibition,LYP phosphatase,HEK293 NOD2/NF-kB,human PMI inhibitors
CCc1ccccc1NC(=O)C1CC(c2ccc(OC)cc2)=NO1 (stereo not given),/,/,-2%,-1%,-1.7%,/,-8%,16%,/
COC(=O)c1c(-c2cccnc2)csc1NC(=O)c1cc(C)on1,-3.9%,1,26%,-46%,-2.8%,20%,1%,-59%,13%
O=C1CC(c2ccc(Br)cc2)NC(c2ccc(Br)cc2)C1c1ccccc1 (stereo not given),-1.7%,1.1,13%,41%,5.1%,12%,-11%,-12%,4%
COc1cccc(NC(=O)c2ccc(NC(=O)C3CC(=O)OC34CCCCC4)cc2)c1 (stereo not given),-8.0%,1.1,-68%[20 µM],6%,-1.1%,-7%,-7%,-5%,-3%

# Carrying on.
SMILES,XIAP displacement,TNAP activation fold,KOR beta-arrestin-1,NOD1 NF-kB reporter,KOR beta-arrestin-2,human PMI inhibition,LYP phosphatase,HEK293 NOD2/NF-kB,human PMI inhibitors
O=C(N/N=C/c1cc([N+](=O)[O-])ccc1Cl)c1cc(-c2ccccc2)nc2ccccc12,/,/,25%,-7%,-0.3%,/,-2%,20%,/
COc1ccccc1CN=c1c([N+](=O)[O-])nn(-c2ccc3c(c2)OCCO3)n1O,1.1%,1.1,16%,-36%,2.9%,9%,-6%,-40%,-4%
COC(=O)CSc1nnc(-c2cccs2)n1-c1ccc(Cl)cc1,-0.6%,1.1,20%,-4%,-4.2%,4%,-9%,11%,1%
COc1ccc(NS(=O)(=O)c2cc(C(=O)N3CCN(C(C)=O)CC3)ccc2Cl)cc1,-0.8%,1.1,-4%,-33%,-5.2%,-4%,-5%,10%,-4%
CCC(C)NC(=O)C1CCC(CNS(=O)(=O)c2cccc3nsnc23)CC1 (stereo not given),/,/,16%,2%,4.8%,/,-6%,7%,/
NCCCC[C@H]1CNC(=O)C(=O)N1CC1CCCCC1,/,/,4%,9%,3.4%,/,-7%,12%,/
O=C(c1cc(-c2ccc(Cl)cc2Cl)on1)N1CCCC1,/,/,15%,-42%,-4.9%,/,-9%,-186%,/
C=CCNC(=O)Nc1ccc(F)cc1F,-5.8%,1,-1%,-22%,-0.3%,13%,-7%,-3%,10%
CCOc1ccc2[nH]c3c(NCCOC)ncnc3c2c1,/,/,8%,-10%,1.1%,/,-2%,-26%,/
O=C(CN1C(=O)S/C(=C\C=C\c2ccccc2)C1=O)NC1CCS(=O)(=O)C1 (stereo not given),/,/,-16%,-51%,1.3%,/,-3%,-21%,/
CCC(=C/c1sc2ccc3ccccc3c2[n+]1C)/C=C1\Sc2ccc3ccccc3c2N1C,/,/,-92%,27%,4.0%,/,-5%,42%,/
O=S1(=O)CCOCCCN1Cc1ccc(Cl)cc1,/,/,-21%[20 µM],-31%,/,/,-14%,-7%,/
CN(C)CC(C)(C)CNC(=O)c1cc(=O)c2ccccc2o1,-4.0%,1,0%,-2%,1.8%,11%,-5%,5%,3%
CCN(C(=O)COC(=O)c1cnc(C)cn1)C1CCCCC1,-3.9%,1.1,4%,5%,-5.2%,-12%,-13%,19%,-6%
O=C(CNC(=O)c1cccs1)NCC(=O)OCc1ccc(F)cc1,-3.2%,1.1,-14%[20 µM],12%,/,/,-6%,-30%,/
N#Cc1ccccc1Sc1ccccc1C(=O)Nc1ccccc1,-7.8%,1.1,16%,-7%,-3.6%,5%,-11%,18%,7%
CCCN1CCC(NC(=O)CCc2nnc(Cc3cc(OC)ccc3OC)o2)CC1,-1.3%,1.1,-22%[20 µM],-32%,/,7%,-4%,1%,0%
CCN(CC)S(=O)(=O)c1cc(C(=O)Nc2ccccn2)ccc1C,-2.5%,1.1,-6%,-27%,6.2%,12%,-2%,-61%,5%
Cc1ccc(N(CC(=O)N2CCCCCC2)S(=O)(=O)c2ccccc2)cc1,/,/,-10%,-20%,-1.6%,/,-1%,1%,/
CCOC(=O)C1=C(O)/C(=C/c2cc(OC)c(O)c(OC)c2)SC1=Nc1ccc(OC)cc1,-8.3%,0.9,13%,-4%,2.2%,23%,0%,-2%,24%
COc1ccc(S(=O)(=O)NC(C)C(=O)NCc2ccccn2)cc1Cl (stereo not given),/,/,-23%,-20%,5.5%,/,-9%,-13%,/
O=C(Cc1ccc(S(=O)(=O)N2CCOCC2)s1)Nc1ccccc1Br,/,/,-28%,-11%,1.1%,/,8%,16%,/
CC(C)c1nc(-c2ccc([N+](=O)[O-])cc2)cs1,-0.3%,1.2,/,-43%,1.3%,0%,0%,-29%,5%
CCOC(=O)C1(Cc2ccc(OC)cc2)CCN(C(=O)CCc2cccnc2)CC1,0.4%,1,23%[20 µM],-17%,-3.7%,8%,-6%,16%,16%
c1ccc2sc(SN3CCOCC3)nc2c1,-2.8%,1.1,21%,-49%,-1.8%,-14%,0%,-9%,-58%
COC(=O)C(N)Cc1ccc(OC)c([N+](=O)[O-])c1 (stereo not given),/,/,-12%,-11%,6.2%,/,-4%,9%,/
O=C(NCCCN1CCCC1)c1ccc2c(c1)N(Cc1ccccc1F)C(=O)c1ccccc1S2(=O)=O,/,/,1%,-23%,-2.0%,/,-13%,16%,/
CCOCCCNC(=O)CN1C(=O)C(CC)Oc2ccccc21 (stereo not given),-3.9%,1,-15%,7%,5.2%,-7%,-3%,18%,-5%
CC(=O)N1CCN=C1SCc1ccccc1,-6.3%,1,12%,4%,0.2%,6%,-7%,15%,14%
N#Cc1c(NC(=O)C2CC2)sc2c1CCCCC2,-0.9%,1.1,25%,-36%,-0.3%,-7%,-3%,-40%,7%
Cc1ccc(C(=O)OCCn2cc(C#N)c(=O)[nH]c2=O)cc1,-2.2%,1,26%,7%,-2.2%,2%,-2%,-89%,9%
CCc1nnc2cccc(Cl)n12,1.0%,1.1,10%,-23%,1.9%,-6%,-1%,4%,-2%
Cn1c(SCc2cccnc2)nnc1-c1c[nH]c2ccccc12,-7.4%,1.1,36%,-41%,-7.3%,0%,-6%,12%,15%
Cn1c(=O)n(C)c2cc([N+](=O)[O-])c(N3CCN(C(=O)c4cccc(F)c4)CC3)cc21,-6.0%,1,-9%[20 µM],-20%,-2.6%,5%,-6%,26%,11%
CN(C)c1ccc(C2NCC(CCl)O2)cc1 (stereo not given),-4.8%,1.1,-24%,-4%,8.2%,2%,-2%,-3%,21%
CCOC(=O)C1CCCN(C(=O)c2cc(Cl)ccc2Cl)C1 (stereo not given),-2.0%,1.1,6%,-6%,8.1%,0%,-4%,10%,2%
Cc1cc(-c2n[nH]c(=S)n2/N=C/c2ccc(Cl)c([N+](=O)[O-])c2)n[nH]1,-6.0%,1.3,4%,-26%,5.1%,1%,-4%,-12%,-6%
CC(C)C(=O)OCC(=O)Nc1ccc(N=Nc2ccccc2)cc1,-3.4%,1.2,31%,-36%,-5.1%,16%,3%,-63%,5%
CC(C)N(C(=S)NC1CC2CCC1C2)c1ccccc1 (stereo not given),1.3%,1.1,0%,0%,-1.5%,-3%,4%,19%,-4%
COC(=O)Cc1csc(Nc2ccccc2Cl)n1,-2.3%,1.1,10%,-41%,0.4%,6%,-3%,-36%,2%
COC(=O)c1ccccc1S(=O)(=O)NNC(=O)Nc1ccccc1,/,/,14%,8%,2.6%,/,-6%,32%,/
Clc1ccc(-c2nnn(Cc3nc4ccccc4s3)n2)cc1,-3.4%,1.1,-26%,-49%,11%,-3%,-8%,-36%,-4%
Cc1ccc(NC(=O)CSc2nc(NS(=O)(=O)c3ccccc3)cc(=O)[nH]2)cc1,-1.4%,1.1,-6%,1%,0.3%,-7%,-2%,16%,-11%
